From PubChem BioAssay
KLK5 inh: kallikrein 5 (human) inhibition; Q9Y337; recombinant hK5, fluorogenic AMC substrate cleavage; hit rate 0.59% among 210,000; inhibition, % at 5 µM;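 active = inhibition of 40% or more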;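 also: 0% = enzyme controls without compound and 100% = no-enzyme blanks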
Target sequence (Q9Y337 67-293 limits assumed): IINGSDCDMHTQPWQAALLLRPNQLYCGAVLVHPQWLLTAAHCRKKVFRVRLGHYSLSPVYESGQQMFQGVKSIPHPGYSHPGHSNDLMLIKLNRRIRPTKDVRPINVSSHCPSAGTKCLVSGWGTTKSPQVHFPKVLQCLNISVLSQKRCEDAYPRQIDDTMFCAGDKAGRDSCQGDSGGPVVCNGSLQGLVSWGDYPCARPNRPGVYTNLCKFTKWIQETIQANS
Runt-SMMHC FRET: inhibitors of human RUNX1 Runt domain binding to CBFb-SMMHC. Q01196+Q13951. inhibition, % at 20 µM. Cerulean-Runt/Venus-CBFb-SMMHC FRET ratio 530/480, 1 h. hit rate 0.74% among 220,000;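 active = mean inhibition across duplicate retests at 20 µM reaching about 50%, limit read from the data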;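 also: 0% = DMSO wells and 100% = wells with excess untagged CBFb-SMMHC; inhibitors lower the FRET ratio by blocking Runt binding to CBFb-SMMHC; some results filed as inactive read as strong as hits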
Thrombin inh: inhibitors of human thrombin; P00734; alpha-thrombin, Boc-VPR-AMC fluorogenic substrate cleavage; inhibition, % at 5 µM; hit rate 0.26% among 220,000; AID 1046;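 active = inhibition at or above 40%; inactive = inhibition below 40%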;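 also: 0% = enzyme with no compound and 100% = wells without enzyme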
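signal = AMC fluorescence, 355/460 nm | material = human alpha-thrombin enzyme | control set = enzyme without compound as high, wells lacking enzyme as low | times = reaction at room temperature | read-out basis = percent inhibition scaled between no-compound controls and no-enzyme blanks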
Hck Nef HTS: blocks Nef-activated human Hck kinase | P08631 | Recombinant Hck-YEEI plus Nef, Z-Lyte FRET kinase assay | inhibition, % at 20 µM | hit rate 0.68% among 220,000 | AID 463187;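 active = Hck-Nef kinase inhibition above about 50%, limit read from the data; inactive = inhibition below that limit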;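 also: 0% = DMSO with Hck plus Nef and 100% = Hck alone without Nef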
Target sequence (P08631 whole entry, looked up): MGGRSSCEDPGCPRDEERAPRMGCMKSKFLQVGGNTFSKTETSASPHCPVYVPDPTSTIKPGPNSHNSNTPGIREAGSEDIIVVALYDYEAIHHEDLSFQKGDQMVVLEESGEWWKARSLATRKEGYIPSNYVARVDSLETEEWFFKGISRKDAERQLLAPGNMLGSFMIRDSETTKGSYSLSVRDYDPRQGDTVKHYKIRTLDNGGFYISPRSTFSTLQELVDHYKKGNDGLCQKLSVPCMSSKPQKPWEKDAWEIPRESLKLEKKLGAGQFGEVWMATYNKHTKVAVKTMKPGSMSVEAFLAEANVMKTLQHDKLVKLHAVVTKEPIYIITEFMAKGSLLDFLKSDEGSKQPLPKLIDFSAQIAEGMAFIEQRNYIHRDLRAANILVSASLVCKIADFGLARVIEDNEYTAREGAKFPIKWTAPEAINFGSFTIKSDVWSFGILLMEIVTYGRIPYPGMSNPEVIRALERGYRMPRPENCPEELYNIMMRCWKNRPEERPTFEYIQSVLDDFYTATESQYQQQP
Wee1 degr inh: human Wee1 degradation inhibition, primary screen | reporter increase, % at 5 µM | HeLa Luc-Wee1K328M stability, luciferase luminescence; 100% = proteasome inhibitor MG132 effect | hit rate 1.2% among 220,000 | P30291;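 active = activation above the mean of all tested compounds plus 3 SD, set per screening run, cut at about 8.8% in these data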;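 also: cells exposed to compound for 20 h before luminescence read; 0% = DMSO alone and 100% = MG132 at 30 µM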
FXIa inh 1536: inhibitors of human coagulation factor XIa; P03951; purified FXIa, Boc-Glu-Ala-Arg-AMC fluorogenic substrate; inhibition, % at 5 µM; hit rate 0.14% among 220,000; AID 798;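 active = inhibition of at least 40%; inactive = inhibition below 40%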;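 also: fluorescence of freed AMC excited at 355 nm; 0% = enzyme without compound and 100% = no enzyme blank; many of its hits are not listed in these tables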
FXIIa inh: factor XIIa (human) inhibition. P00748. purified FXIIa, Boc-QGR-AMC fluorogenic substrate, 2 h. inhibition, % at 5 µM. hit rate 0.3% among 220,000. AID 800; in the data active = inhibition above about 40%;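 also: 0% = enzyme with no compound and 100% = blank without enzyme; many of its hits are not listed in these tables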
Runt-CBFb FRET: blocks binding of human RUNX1 Runt domain to CBFb. AID 1496. inhibition, % at 20 µM. hit rate 0.46% among 220,000. Q01196+Q13951. Cerulean-Runt/Venus-CBFb FRET ratio 530/480, 1 h;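 active = inhibition over about 50% at 20 µM in the single-dose screen, limit read from the data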;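 also: 0% = DMSO wells and 100% = excess unlabeled CBFb competitor control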
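System: Cerulean-labeled Runt domain protein | Quantity: 100 nM of each labeled protein | Schedule: 1 h compound exposure, room temperature | Detection: Fluorescence energy transfer, 422 nm excitation, 530/480 nm emission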
14-3-3 Bad PPI: disrupts binding of bovine 14-3-3 zeta to phospho-Bad peptide | P63103 | TR-FRET 14-3-3zeta/Dy647-pBad peptide displacement, 1 h | inhibition, % at 21.7 µM | hit rate 0.71% among 220,000 | AID 781;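 active = inhibition above about 70%, limit read from the data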;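 also: 0% = full 14-3-3 plus peptide FRET controls and 100% = background without 14-3-3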
Target sequence (P63103 whole entry, looked up): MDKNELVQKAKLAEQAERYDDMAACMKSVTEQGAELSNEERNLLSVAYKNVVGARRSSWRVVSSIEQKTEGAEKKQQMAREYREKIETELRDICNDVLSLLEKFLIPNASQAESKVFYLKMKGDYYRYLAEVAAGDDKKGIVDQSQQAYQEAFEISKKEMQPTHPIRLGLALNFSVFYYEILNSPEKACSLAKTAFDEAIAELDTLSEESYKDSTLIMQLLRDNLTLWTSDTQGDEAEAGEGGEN
Active calls of the source: *; x = no result given; [ ] = dose if it differs, or a comment.

SMILES	KLK5 inh	Runt-SMMHC FRET	Thrombin inh	Hck Nef HTS	Wee1 degr inh	FXIa inh 1536	FXIIa inh	Runt-CBFb FRET	14-3-3 Bad PPI
COc1cc2c(cc1OC)C1=C(C#N)CCC(=NC(=O)c3ccc(Cl)cc3)N1CC2	-5	-2	4	0	4	2	14	-1	2
COc1ccccc1C(=O)n1nc(-c2cccnc2)nc1N	61*	2	x	-7	1	-4	85*	0	6[fluorescence artefact?]
CC(C)NC(=O)NS(=O)(=O)c1cnccc1N1CCCCC1	-5	2	-4	6	-1	-6	4	1	-5
O=c1oc2ccccc2c(N2CCCCC2)c1CN1CCCCC1	-9	-6	-4	3	-1	-5	-6	1	-10
CS(=O)(=O)N1CCN(C(=O)c2cc(-c3cccs3)nc3ccccc23)CC1	-46	-3	-9	-9	-3	-9	-3	1	x
O=C(CCC(=O)c1cccs1)OCc1nc2ccccc2s1	1	2	5	0	0	5	11	-1	11
O=C(NCCc1ccco1)c1nn(Cc2ccccc2)c(=O)c2ccccc12	-36	-5	1	1	-4	5	12	-1	13
CCOC(=O)C1(Cc2ccc(OC)cc2)CCN(C(=O)CN2CCN(CC)CC2)CC1	x	1	1	2	-3	5	13	1	-13
O=C(c1ccccc1Br)N1CCN(c2ccccc2)CC1	-24	1	-6	8	-2	3	5	-2	17
CCOc1cc(N2CCOCC2)c(OCC)cc1NC(=O)CN1CCc2ccccc2C1	3	-3	-2	-1	7	5	8	-2	57
O=C1c2ccccc2C(=O)C12OC2c1ccc(Cl)cc1 (stereo not given)	-17	2	-5	5	-1	7	11	2	-4
O=C1/C(=C/c2cccs2)Cc2ccccc21	0	3	-13	2	-2	-5	3	1	8
COc1ccccc1C(=O)N1CCN(S(=O)(=O)c2ccccc2)CC1	1	2	-3	1	-2	-3	-4	-2	-13
CCc1ccc2oc(-c3ccc(OC)cc3)cc(=Nc3cccc(C(=O)O)c3)c2c1	4	1	-5	33	4	19	14	-10	-4
COc1cc2c(C(=O)O)c(C)n(CC(C)C)c2c2ccccc12	23	-1	17	-2	1	2	17	-3	-19
O=C(Nc1ccccc1)c1ccc2ccccc2n1	-4	0	10	23	9	0	4	-3	80*
Cc1nn(-c2ccccc2)nc1-c1nnc(-c2ccc(C(F)(F)F)cc2)o1	3	2	-4	6	1	-10	-1	2	4
CCN(CC)c1ccc(CNC23CN4CN(CN(C4)C2)C3)cc1	-19	8	-10	0	-1	-4	-12	8	-9
Cc1cc(NC(=O)CN2CCN(C/C=C/c3ccccc3)CC2)c([N+](=O)[O-])cc1C	-5	-6	-6	4	-2	-4	5	-2	-7
Cc1noc(C)c1C(=O)OCC(=O)NC(=O)NC12CC3CC(CC(C3)C1)C2	0	-3	-8	0	-2	-6	-10	0	0
O=[N+]([O-])c1ccccc1NC1CCN(Cc2ccccc2)CC1	3	-2	-4	12	2	1	7	0	-2
CS(=O)(=O)N1CCc2cc(C(=O)N3CCOCC3)ccc21	0	-3	-6	6	-3	-6	1	-1	-15
CCOC(=O)c1nn(-c2ccc3c(c2)OCO3)cc1O	-20	x	0	2	-2	-4	13	x	-14
O=C(NC1CCCCC1)c1cc(-c2ccccn2)nc2ccccc12	-2	1	x	19	-3	-2	8	-1	7
CCOCCCNC(=O)C(NC(=O)c1ccccc1O)c1ccccc1 (stereo not given)	x	3	-1	3	-2	-1	4	-1	10
(continued)
SMILES	KLK5 inh	Runt-SMMHC FRET	Thrombin inh	Hck Nef HTS	Wee1 degr inh	FXIa inh 1536	FXIIa inh	Runt-CBFb FRET	14-3-3 Bad PPI
O=C(CSc1nc2cc([N+](=O)[O-])ccc2n1-c1ccccc1)NCc1ccc2c(c1)OCO2	-4	32	-3	0	-2	3	11	45	-2[fluorescence artefact?]
C/C(=N\Nc1ccc(C(=O)O)cc1)c1ccc(S(=O)(=O)NCc2ccco2)cc1	9	0	-1	15	4	9	6	0	-5
CCOC(=O)N/N=C(/C)c1ccc(N2C(=O)C3CCCCC3C2=O)cc1 (stereo not given)	x	1	-2	0	0	-1	11	-1	-12
Cc1onc(-c2ccccc2Cl)c1C(=O)N1CCN(C(=O)c2ccco2)CC1	-14	4	5	1	5	4	16	2	-3
COc1cc(OC)cc(-c2nn[nH]n2)c1	-9	1	1	5	-1	4	11	-1	2
C/C(Cc1ccccc1)=N\NC(=O)CNC(=O)/C=C\c1ccccc1	113*	1	10	-6	-3	51*	24	1	-3
CCCc1cc(=O)[nH]c(SCCOC(=O)c2ccccc2)n1	-10	-2	3	3	-1	-6	13	2	-7[fluorescence artefact?]
COc1ccc(CCCc2nnc(SCC(=O)Nc3cccc(C)c3)o2)cc1	-8	0	-4	0	-1	17	31	0	5
CCC(C)NC(=O)CCn1c(-c2ccccc2)cc(C(C)=O)c1C (stereo not given)	-16	5	-5	2	2	7	15	-1	-8[fluorescence artefact?]
Cn1cc(P(=O)(N2CCOCC2)N2CCOCC2)cc1P(=S)(N1CCOCC1)N1CCOCC1	15	26	6	1	2	2	31	36	1
Cn1c(N)c(C(=O)/C=C/c2ccccc2)c(=O)[nH]c1=O	3	0	-1	17	-2	3	10	1	-4
FC(F)(F)C(Oc1nc(Nc2ccc(Cl)cc2)nc(N2CCOCC2)n1)C(F)(F)F	-6	1	-4	7	-3	5	15	-4	-2
Cc1cc(C(=O)OC2CCOC2=O)c2ccccc2n1 (stereo not given)	-7	-3	-6	1	0	-11	-15	0	-4
O=C(c1ccc(F)cc1)C(CN1CCOCC1)c1ccccc1 (stereo not given)	-22	2	-10	0	-2	5	10	0	23
CCCCCCN=CC1=C(O)C(C(=O)OC)C(C)(C)CC1=O (stereo not given)	6	5	2	3	0	5	19	0	-8
CCCn1c(N2CCN(C(=O)N3CCCCC3)CC2)nc2ccccc21	-22	2	-17	-1	-3	-4	0	-1	55[fluorescence artefact?]
COC(=O)c1c(C)[nH]c(C(=O)/C=C/c2ccccc2Cl)c1C	9	-27	5	27	2	4	9	-4	3
CC(Oc1ccc(F)cc1)C(=O)Nc1sc2c(c1C(=O)NCc1cccnc1)CCCC2 (stereo not given)	3	1	-5	3	0	-3	10	-1	10
Cc1ccc(C(=O)OCC(=O)c2c[nH]c3ccccc23)cc1S(=O)(=O)N1CCCCC1	-9	0	0	0	2	4	10	0	8
COc1cccc(CNC(=O)C2CCN(c3cnccn3)CC2)c1	-3	-4	4	1	-1	5	16	-2	-1
CC(C)NC(=O)CSc1nnc(-c2ccncc2)n1-c1ccccc1	14	2	1	3	4	1	17	2	8
O=C(O)c1ccccc1N=Cc1c(O)n(-c2nccs2)c(=O)c2ccccc12	-4	19	-3	7	-1	-6	5	7	-4
COc1ccc(-c2noc(CCC(=O)N3CCN(c4cccc(C(F)(F)F)c4)CC3)n2)cc1	3	-11	3	7	0	1	13	-6	-1
O=C(O)c1ccccc1Nc1cccc(C(F)(F)F)c1	3	-4	x	-7	0	6	10	0	-1
COc1ccc(Nc2nc3ccc(C)cc3cc2C#N)c(OC)c1	0	-23	-9	0	-2	-5	11	-2	5
Further compounds.
SMILES	KLK5 inh	Runt-SMMHC FRET	Thrombin inh	Hck Nef HTS	Wee1 degr inh	FXIa inh 1536	FXIIa inh	Runt-CBFb FRET	14-3-3 Bad PPI
O=C(CSCSCC(=O)Nc1ccc2c(c1)OCO2)Nc1ccc2c(c1)OCO2	32	-1	13	0	2	-2	23	-1	-14
CC(=O)Nc1cccc(NC(=O)c2cc(C)on2)c1	9	2	0	17	-2	4	7	-3	13
COc1cc2c(c(OC)c1OC)CC(=O)N(C)CC2	-15	0	-5	4	-2	0	11	0	-4
COc1ccc(NC(=O)c2cc(-c3ccco3)nc3ccccc23)cc1S(=O)(=O)N1CCOCC1	0	-23	-12	33	-3	4	2	22	49
O=C(Nc1ccccc1C(F)(F)F)Nc1cccc2ccccc12	-3	-2	0	0	2	-3	-6	12	-3[fluorescence artefact?]
O=C1c2ccccc2C(=O)N1CCc1c[nH]c2ccccc12	6	-2	2	11	2	-3	8	-1	-11
O=C(CSc1nc2c(sc3ccccc32)c(=O)n1CCCN1CCOCC1)NC1CCCC1	-10	2	-2	3	-3	-9	6	1	17
CCC(C)NC(=O)CN(c1cc(Cl)cc(Cl)c1)S(C)(=O)=O (stereo not given)	5	2	-5	25	0	1	11	0	-7
COC(=O)C1C/C(=N\NS(=O)(=O)c2ccc(C)cc2)c2sccc2C1 (stereo not given)	-9	-3	1	5	-1	8	8	-1	-8
N=C1CCCN1CC(=O)c1ccc(Br)cc1	-5	-6	-6	0	-3	0	-1	-1	7
OCCC1CN(Cc2c(F)cccc2Cl)CCN1C1CCCC1 (stereo not given)	x	-3	2	-3	0	3	10	0	-4
CCOC(=O)c1[nH]c(C)c(C(=O)OCC)c1C	-14	-2	-16	1	1	0	13	4	-2
Cc1ccc(-c2csnn2)cc1	0	-2	1	12	5	0	10	-1	1
COC(=O)c1ccc(C(=O)OC)c(NC(=S)N2CCCCC2C)c1 (stereo not given)	-10	87*	-3	7	-2	8	14	72*	-18
COc1ccccc1-n1c(-c2ccccc2)c[nH]c1=S	-1	54*	-10	6	3	0	1	21	-11
CCOC(=O)c1cnc2c(F)ccc(F)c2c1Sc1ccccc1	-1	1	-3	7	-1	-7	3	-1	1
CC(=O)Nc1ccc(NC2=C/C(=N/S(=O)(=O)c3cccs3)c3ccccc3C2=O)cc1	-1	3	x	18	-1	0	4	2	20
CC1Cc2cc(/C(O)=C3/C(=O)C(=O)N(CCCn4ccnc4)C3c3ccco3)ccc2O1 (stereo not given)	-10	3	0	1	-3	5	15	-1	-11
CCN(CC)S(=O)(=O)c1cccc2cc(C(=O)O)c(O)cc12	-18	-42	-2	-1	3	3	14	-12	34
C=CCNC(=S)NNC(=O)C(CCCC)CC(C)(C)O (stereo not given)	-5	2	-1	8	-1	4	12	-1	-11[fluorescence artefact?]
COc1ccc(C(=O)O)cc1S(=O)(=O)NC(C)C	27	0	14	-3	-2	24	36	2	1
O=c1oc(-c2ccccc2)nc2sc3c(c12)CCCC3	2	-1	-7	-6	5	-4	-3	0	1

Exported field by field: part of the list above.
SMILES: COc1ccc(NC(=O)c2cc(-c3ccco3)nc3ccccc23)cc1S(=O)(=O)N1CCOCC1
- KLK5 inh = 0
- Runt-SMMHC FRET = -23
- Thrombin inh = -12
- Hck Nef HTS = 33
- Wee1 degr inh = -3
- FXIa inh 1536 = 4
- FXIIa inh = 2
- Runt-CBFb FRET = 22
- 14-3-3 Bad PPI = 49
SMILES: O=C(CCC(=O)c1cccs1)OCc1nc2ccccc2s1
- KLK5 inh = 1
- Runt-SMMHC FRET = 2
- Thrombin inh = 5
- Hck Nef HTS = 0
- Wee1 degr inh = 0
- FXIa inh 1536 = 5
- FXIIa inh = 11
- Runt-CBFb FRET = -1
- 14-3-3 Bad PPI = 11
SMILES: Cc1noc(C)c1C(=O)OCC(=O)NC(=O)NC12CC3CC(CC(C3)C1)C2
- KLK5 inh = 0
- Runt-SMMHC FRET = -3
- Thrombin inh = -8
- Hck Nef HTS = 0
- Wee1 degr inh = -2
- FXIa inh 1536 = -6
- FXIIa inh = -10
- Runt-CBFb FRET = 0
- 14-3-3 Bad PPI = 0
